ALOX12 inh: Primary qHTS assay for inhibitors of human arachidonate 12S-lipoxygenase (ALOX12): Round 2 | AID 1671190, 2021 | purified 12hLO, xylenol orange hydroperoxide absorbance | 1.1% of 580,000 active | Potency, µM (highest dose often 108 µM), for the others: at the highest dose activity change, negative = inhibition, actives largely listed as inhibitors | Polyunsaturated fatty acid lipoxygenase ALOX12 (Homo sapiens), P18054; active = well fitted inhibition curve with a large enough effect; inconclusive = small, poorly fitted or top-dose-only effect, or another doubt; inactive = no such curve, though single readings can be large or run the other way
Target sequence (P18054 whole entry, looked up): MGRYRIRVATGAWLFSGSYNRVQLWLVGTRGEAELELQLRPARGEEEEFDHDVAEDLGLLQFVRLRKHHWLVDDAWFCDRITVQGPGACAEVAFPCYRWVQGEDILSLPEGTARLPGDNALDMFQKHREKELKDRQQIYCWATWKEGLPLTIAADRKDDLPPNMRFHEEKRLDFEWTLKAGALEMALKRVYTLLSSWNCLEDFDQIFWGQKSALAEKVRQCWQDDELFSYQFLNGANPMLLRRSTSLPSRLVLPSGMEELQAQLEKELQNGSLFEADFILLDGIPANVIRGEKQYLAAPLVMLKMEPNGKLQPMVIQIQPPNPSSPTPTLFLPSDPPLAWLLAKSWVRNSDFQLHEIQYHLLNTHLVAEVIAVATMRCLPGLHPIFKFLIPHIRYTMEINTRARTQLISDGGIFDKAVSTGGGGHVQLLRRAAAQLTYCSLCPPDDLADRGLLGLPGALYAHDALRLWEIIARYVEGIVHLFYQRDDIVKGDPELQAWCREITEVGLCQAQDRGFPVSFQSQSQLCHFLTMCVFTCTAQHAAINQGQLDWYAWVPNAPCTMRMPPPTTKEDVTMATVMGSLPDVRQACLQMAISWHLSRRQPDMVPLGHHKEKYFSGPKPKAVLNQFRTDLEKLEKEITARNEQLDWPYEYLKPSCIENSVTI
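Hydroperoxide product was detected by ferrous iron/xylenol orange as the 573 to 405 nm absorbance ratio. Arachidonic acid at 40 uM (final) was turned over for 30 min at room temperature by 150 nM human 12hLO, pH 7.0 Hepes buffer, after 15 min compound preincubation.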
The depositor's hits bear a star; ? = inconclusive; [ ] = dose if it differs, or a comment. % is scaled to controls: 0 for no effect and ±100 for the full control effect; potency is read from the fitted curve at half-maximal effect. The list is partial; count on the stated rates, not on these rows.

SMILES	ALOX12 inh
CC(C)CN1CC[C@@]2(CCCN(C(=O)c3cccc(F)c3)C2)C1	?
CC(=O)Nc1ccc(NC(=O)Cn2c(C)cc3nc4n(c(=O)c32)CCCCC4)cc1	24%
O=C(CSc1nnc2ccccn12)Nc1ccc(S(=O)(=O)N2CCCC2)cc1	-3%
COc1ccc(CNCCN2CCCC2)cc1	8%[12.5 µM]
CCOC(=O)COc1nc(C(C)C)c2c(c1C#N)CCCC2	?
CCC(C(=O)NC(C)(C)C)n1c(-c2ccccc2)nc2ccccc21 (stereo not drawn)	-4%
C[S+](=O)([O-])N1CC2(CCCCN2Cc2ccc(Cl)cc2)Cc2ccccc21 (stereo not drawn)	3%[6.33 µM]
C=CCC1(CO)CCCN(C(=O)c2cccc(N3CCNC3=O)c2)C1 (stereo not drawn)	12%
Cc1cc(C[C@@H]2COC[C@@H]2NC(=O)c2cnn(-c3ccccc3)c2)on1	29%
CCN(CC)S(=O)(=O)c1ccc(Cl)c(NC(=O)COC(=O)c2cc(=O)c3ccccc3o2)c1	?
Cc1ccc(NC(=O)Cn2nc3c(cc2=O)CCCC3)c(Cl)c1	23%
O=C1CCN(C(=O)[C@@H]2CCCN2Cc2cccc(F)c2)CCCCCCN1	-12%
Cc1ccc(-c2cc(C(=O)N3CCOC(C)C3)n[nH]2)s1 (stereo not drawn)	25%
CCOC(=O)NC(CNC(=O)c1ccccc1OC)CC(C)C (stereo not drawn)	-16%
Cc1occc1C(=O)NC1CCc2nn(CC3CC3)c(=O)n2CC1 (stereo not drawn)	-4%
CC(C(=O)Nc1ccc2[nH]c(=O)[nH]c2c1)N(C)Cc1ccccc1N1CCCCC1 (stereo not drawn)	7%
Cc1cccc(-c2cccc(NC(=O)C3CCCN(Cc4cnc(C)nc4)C3)c2)c1 (stereo not drawn)	48%[activator]
COc1ccc(C(=O)N2CCN(c3cc(C(F)(F)F)ncn3)CC2)cc1F	19%
COc1cccc(S(=O)(=O)N2CCCCCCNC(=O)[C@@H]3CCC[C@@H]32)c1	-5%
O=C(CN1CCN(C(=O)CCc2ncc(-c3ccccc3Cl)o2)CC1)Nc1cccc(F)c1	-6%

Compounds from the list above that have an aryl methoxy group, in the order listed:
SMILES	ALOX12 inh
COc1ccc(CNCCN2CCCC2)cc1	8%[12.5 µM]
CCOC(=O)NC(CNC(=O)c1ccccc1OC)CC(C)C (stereo not drawn)	-16%
COc1ccc(C(=O)N2CCN(c3cc(C(F)(F)F)ncn3)CC2)cc1F	19%
COc1cccc(S(=O)(=O)N2CCCCCCNC(=O)[C@@H]3CCC[C@@H]32)c1	-5%

Further results.
SMILES	ALOX12 inh
O=c1[nH]c2cccnc2n1C1CCCC1	17%[176 µM]
CCN(CC)c1nc2ccccc2nc1C(=O)Nc1ccc(C)c(C)c1	1%
COC(=O)CC1c2cc(OC)c(OC)cc2CCN1Cc1nc(C)no1 (stereo not drawn)	-26%
Cc1nn2c(c1-c1ccccc1Oc1ccccc1)N(C(=O)C(C)C)CCC2	-16%[176 µM]
Cc1nn(-c2ccccc2)c(C)c1CCC(=O)N1CCN(S(=O)(=O)c2ccc(Cl)cc2)CC1	-3%
Cc1ccc(C(=O)N2CCC3(C2)C(=NC2CCCC2)NC(=O)N3c2cc(F)cc(F)c2)cc1 (stereo not drawn)	2%[6.33 µM]
NC(=O)[C@H](Cc1ccccc1)N1CC[C@H]2CN(C(=O)C3CCCCC3)CC[C@H]2CC1=O	34%[activator][176 µM]
COc1ccc(C2(CNC(=O)C[C@H]3NC(=O)c4ccccc4NC3=O)CCOCC2)cc1	11%
CCN1CC(CN(C)Cc2nc(Cc3cccc(F)c3)no2)CC1=O (stereo not drawn)	34%[activator]
CC(C)(C)c1ccc(OCC(=O)OCC(=O)Nc2sccc2C(N)=O)cc1	?
Clc1ccccc1CSc1nc(CN2CCOCC2)nc2ccccc12	-19%
CC[C@@H]1[C@H](NC(=O)c2cccc(N3CCS(=O)(=O)CC3)c2)[C@@H]2CCO[C@H]12	8%
Cc1ccccc1S(=O)(=O)N1CCC(C(=O)NCc2csc(-c3ccccc3)n2)CC1	-7%
Cc1ccc(NC(=O)CC2(C(=O)O)CCCCC2)c(C)c1	-73%
Cc1cc(C)cc(-n2ccnc2SC2CCCCC2=O)c1 (stereo not drawn)	-13%
CCN(CC(=O)Nc1ccccc1OC)C(=O)Cc1nc(-c2ccccc2)oc1C	6%
COc1ccc2cc(CN(C)Cc3c(C)noc3C)ccc2c1	75%[activator]
O=C(NCc1ccc2c(c1)OCO2)c1ccc(NC(=O)c2nsc3ccccc23)cc1	-7%
O=c1[nH]c(N2CCOCC2)nc2c1CCN(Cc1ccsc1)CC2	33%[activator]
CN1c2cccnc2CN(Cc2ccc(C#N)cc2)CC[C@H]1CO	19%[176 µM]
COc1ccccc1NC(=O)C1c2ccccc2C(=O)N(CC(C)C)C12CCCC2 (stereo not drawn)	19%
COc1cc(F)ccc1-c1cnc2n[nH]c(-c3ccccc3)c2n1	2%[176 µM]
COc1cc(/C=C/C(=O)OCCOc2ccc(Cl)cc2)ccc1O	20µM*
Cc1nc2nc(N(Cc3ccccc3)C(=O)c3ccco3)[nH]n2c(=O)c1C	-1%
CC(NC(=O)CN1C(=O)COc2ccc(C(=O)COc3cccc(F)c3)cc21)c1ccccc1 (stereo not drawn)	71%[activator]
COc1cc2c(cc1OCc1ccccc1)-c1nnc(-c3ccccc3)n1C(C)(C)C2	-2%
Cc1noc2c(N3CC(O)C3)cc(-c3cccc(C(F)(F)F)c3)nc12	11%[176 µM]
Cc1noc(-c2cccc(OC3CN(S(=O)(=O)c4c(C)nn(C)c4C)C3)c2)n1	-5%
Nc1nc(CN2CCN(C(=O)c3ccc(Cl)cc3)CC2)nc2ccccc12	10%
CC(C)CCNC(=O)C1CCCN(C2CCN(CCc3ccccc3)CC2)C1 (stereo not drawn)	48%[activator]
CNc1c(NC(=O)NC2CCCC2)c(=O)oc2ccccc12	-6%
COC(=O)[C@]12C[C@H](CC(=O)NCc3ccc(OC)c(OC)c3)C(=O)N(CCC3=CCCCC3)C1=C[C@H](C(C)C)O[C@@H]2C1CC1	-3%
CN(C(=O)C1CCCC1)C1CCc2ccccc2C1 (stereo not drawn)	-9%[176 µM]
CC1=C[C@@H](CO)[C@H](C(C)C)C[C@H]1CC(=O)NCc1cc(F)cc(F)c1	9%[176 µM]
O=C1c2ccccc2C(=Cc2ccc(Cl)cc2)c2ccccc21	?
C/C(=N/Nc1ccc(S(N)(=O)=O)cc1[N+](=O)[O-])c1ccc2c(c1)Nc1ccccc1S2	?
CC1=C(C(=O)Nc2ccc(C(=O)NCCc3cccs3)cc2)SCCO1	29%
CCc1cnn2c(NCc3ccc[n+]([O-])c3)cc(N3CCCC[C@@H]3CCO)nc12	-9%[57.4 µM]
Cc1ccc(S(=O)(=O)N[C@@H]2CCOC[C@H]2OCC(=O)O)cc1	44%[activator]
Cc1ccc(C)c(Cn2c(N3CCN(CC(C)C)CC3)nc3c2c(=O)[nH]c(=O)n3C)c1	0%

Of the compounds above, four have a thiophene ring, fused or not.
SMILES	ALOX12 inh
Cc1ccc(-c2cc(C(=O)N3CCOC(C)C3)n[nH]2)s1 (stereo not drawn)	25%
CC(C)(C)c1ccc(OCC(=O)OCC(=O)Nc2sccc2C(N)=O)cc1	?
O=c1[nH]c(N2CCOCC2)nc2c1CCN(Cc1ccsc1)CC2	33%[activator]
CC1=C(C(=O)Nc2ccc(C(=O)NCCc3cccs3)cc2)SCCO1	29%

Four entries from above in a different format.
> CC1=C(C(=O)Nc2ccc(C(=O)NCCc3cccs3)cc2)SCCO1
  ALOX12 inh: 29%
> CCc1cnn2c(NCc3ccc[n+]([O-])c3)cc(N3CCCC[C@@H]3CCO)nc12
  ALOX12 inh: -9%[57.4 µM]
> Cc1ccc(S(=O)(=O)N[C@@H]2CCOC[C@H]2OCC(=O)O)cc1
  ALOX12 inh: 44%[activator]
> Cc1ccc(C)c(Cn2c(N3CCN(CC(C)C)CC3)nc3c2c(=O)[nH]c(=O)n3C)c1
  ALOX12 inh: 0%

Going on with the list:
SMILES	ALOX12 inh
C=CCCC(CN1CCOCC1)Oc1ccc(-c2ccccc2)nn1 (stereo not drawn)	95%[activator]
COCCn1c(C)cnc1CCNC(=O)c1cccc(C)c1	62%[activator]
Cc1cn2nc(-c3nc(C4CCCN(C(=O)c5ccccc5F)C4)no3)cc2c(=O)[nH]1 (stereo not drawn)	84%[activator]
CC(C)(C)C(=O)NCc1c[nH]c2ncccc12	29%[176 µM]
O=C1c2ccccc2/C(=C\c2ccc(Br)nc2)N1c1ccccc1	-7%
CC(C)CN1C(=O)c2cccn2CC1CN (stereo not drawn)	34%[activator]
Cc1ccccc1-c1onc(C)c1C(=O)NCc1ccc(Cl)cc1	7%
CNC(=O)[C@@H]1CN(C(=O)c2nccc3ccccc23)C[C@H]1CO	15%
CCn1cc(CN(C)C(=O)c2cc3cc(Br)ccc3oc2=O)c(C)n1	21%
N#Cc1cccc(CN2Cc3[nH]cnc3C[C@H]2c2nc(-c3ccccc3)no2)c1	83%[activator][176 µM]
COc1ccccc1CNc1ncnc2sc(C(=O)N3CCN(C)CC3)c(C)c12	2%
Cc1ccc(C(=O)O)cc1S(=O)(=O)NCCCN1CCOCC1	?
CC(C)c1cccc(NC(=O)CN2C(=O)NC3(CCCCC3)C2=O)c1	28%
CC(C)c1ccc(NC(=O)c2nc3ccccc3nc2N2CCOCC2)cc1	?
CCCc1cc(C(=O)N2CCC(n3nccc3NC(=O)c3ccccc3C)CC2)n(C)n1	6%
COCCOc1ccc(-c2ccnc(OC)c2C#N)cc1	4%
O=C1CC(c2noc(COc3ccc(Cl)cc3)n2)CN1C1CCCCC1 (stereo not drawn)	7%
COc1ccc(OC)c(CN2CCC3(CC2)OC(=O)N(Cc2ccccc2C#N)C3(C)c2ccccc2)c1 (stereo not drawn)	?
COc1cccc(N2C(=O)NC(=NC3CCCCC3)C23CCCN(C(=O)c2ccc(C(F)(F)F)cc2)C3)c1 (stereo not drawn)	0%[6.33 µM]
Cc1nonc1OCCn1ccnc1-c1cn(C2CCNCC2)nn1	33%[activator]
C=CCC1(CO)CCCN(CCS(=O)(=O)c2ccccc2)C1 (stereo not drawn)	-9%
COc1ccc(C(=O)C(OP(=O)(OC)OC)c2ccccc2OC)cc1 (stereo not drawn)	-11%
Cc1noc(C)c1NC(=O)N[C@@H]1C[C@H](Cn2cc(-c3cccnc3)nn2)[C@@H](O)[C@H]1O	?
CCOc1ccccc1NC(=O)Cn1c(=O)n(-c2ccc(F)cc2)c(=O)c2c1cc(C)n2C	11%
O=C([C@H]1C[C@H](Oc2ccccc2)CN1C(=O)c1ccoc1)N1CCOCC1	16%
N#Cc1ccc(CN2CCC3(CC2)CNC(=O)c2ccccc2O3)cc1	13%[6.33 µM]
COc1ccc(CN2CC3(CCN(C(=O)c4ccc(OC)cc4OC)CC3)C2=O)cc1	12%
COc1cccc(N2CC(C(=O)NCCSC)NC2=O)c1 (stereo not drawn)	46%[activator][176 µM]
Cc1ccc(-c2cc(NC(=O)Cc3c[nH]c4ccccc34)ccc2N(C)c2cccnc2)cc1	?
CCNC(=O)C1C(c2ccc(NC(=O)c3cccc(Cl)c3)cc2)OC(=O)N1Cc1ccc(C)cc1 (stereo not drawn)	-8%
N#CC1(NC(=O)CSc2nc(-c3cccs3)nc3ccccc23)CCCCC1	?
CC(C)(C)c1[nH]c2ccccc2c1C=O	59%[activator]
Cc1cccc(C)c1NC(=O)C1(C)CSCC(=O)N1CCOc1ccccc1 (stereo not drawn)	-9%
O=C(NC1CCCCCC1)c1ccccn1	-14%
CC(CNC(=O)c1ccc2cc[nH]c2c1)c1ccccc1 (stereo not drawn)	24%
CCCCc1ccc(N/C=C/C(=O)c2ccc(OCC)cc2)cc1	0%
O=C(c1cnccn1)N1CCC2(CC1)NC(=O)N(Cc1cccc(Cl)c1)C2=O	10%
C[C@@]1(O)CCN(Cc2cnc(NCC(=O)O)nc2)C[C@@H]1O	?
CC(C)C(=O)N1Cc2ccccc2CC2(CCCN(Cc3cccnc3)C2)C1 (stereo not drawn)	15%[6.33 µM]
O=c1oc2cc(OC/C(=N\O)c3ccccc3)ccc2c2c1CCC2	-23%
CCOc1cc(/C=C/C(=O)c2ccc(C)cc2)cc(Br)c1O	40µM*
COCc1nn2c(=O)c(NC(=O)c3ccccc3Cl)cnc2s1	?
O=C(OCc1ccccc1[N+](=O)[O-])c1nn(-c2ccc(F)cc2)c2c1CCC2	55%[activator]
S=C(Nc1cccc(Cl)c1)N(Cc1ccccc1)Cc1ccccc1	-27%
COc1ccc(-c2[nH]nc3ncc(-c4cccc(F)c4)nc23)c(C)c1	42%[activator][176 µM]
CCCNC(=O)O[C@@H]1CC[C@]2(C)[C@H](CC[C@@H](O)[C@H]2CC(=O)N2CCCCC2)[C@]1(C)CO	57%[activator]
COC(=O)c1cccc(-c2nc(C3CC(=O)N(c4ccc(Cl)cc4)C3)no2)c1 (stereo not drawn)	6%
O=S(=O)(c1ccccc1)c1nnn2c1nc(N1CCCCC1)c1ccccc12	4%[6.33 µM]
CCc1ccc(OCC(=O)Nc2ccc3oc(-c4ccccc4)nc3c2)c(-n2cnnc2)c1	?
CN(C)CCN1CC2(CCCN(C(=O)CN(C)c3ccccc3)C2)CCC1=O (stereo not drawn)	22%
Remaining list, next part
SMILES	ALOX12 inh
CCN(CC)C(=O)c1cc2c(s1)CCC(C(=O)N1CCN(c3ccccc3)CC1)C2 (stereo not drawn)	16%
Cn1c(=O)[nH]c(=O)c2c1nc(Sc1nc3ccccc3[nH]1)n2CCCc1ccccc1	?
O=C(Nc1ccc(Cl)c(C(F)(F)F)c1)c1ccc(F)cc1	?
CO[C@H]1C(=O)N(C(C)C)[C@H]1C1CCN(C(=O)c2ccc3ncccc3c2)CC1	49%[activator]
CC(=O)OC/C=C/c1ccccc1	5%[176 µM]
O=C(OCC(F)(F)C(F)F)c1cccnc1	?

Screening results deposited in PubChem by National Center for Advancing Translational Sciences (NCATS).
